Assay outcomes from PubChem BioAssay.
MEKK2 mut-MEK5: MEK5 binding signal on mutant MEKK2 PB1, primary screen, biochemical, multiplex bead flow cytometry, Alexa488-MEK5 | Alexa488-MEK5 binding to MEKK2 mutant | percent response, % at 10 µM | hit rate 0.35% among 290,000; in the data active means percent response above about 24%, passing the limit was not always enough; further: inactives centre near 1; some results filed as inactive read as strong as hits; reference of the scale not given here
GalR3 antag: GalR3 antagonists in HEK293 cells, primary screen, cell-based, fluorescence readout; Galanin receptor type 3 (Homo sapiens), O60755; HEK293 GalR3-CNG cAMP membrane potential fluorescence; galR3 body fused to GalR1 C-terminus; inhibition, % at 3 µM; hit rate 0.44% among 360,000; AID 651719, 2012;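 active means inhibition above the screen-wide average plus 3 SD, cut at about 13% in these data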;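 further: forskolin and galanin both at EC90 stimulate the cells; cAMP rise reported by CNG channel membrane potential dye signal; 0% = forskolin plus galanin with DMSO and 100% = forskolin alone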
Target sequence (O60755 1-299 limits assumed): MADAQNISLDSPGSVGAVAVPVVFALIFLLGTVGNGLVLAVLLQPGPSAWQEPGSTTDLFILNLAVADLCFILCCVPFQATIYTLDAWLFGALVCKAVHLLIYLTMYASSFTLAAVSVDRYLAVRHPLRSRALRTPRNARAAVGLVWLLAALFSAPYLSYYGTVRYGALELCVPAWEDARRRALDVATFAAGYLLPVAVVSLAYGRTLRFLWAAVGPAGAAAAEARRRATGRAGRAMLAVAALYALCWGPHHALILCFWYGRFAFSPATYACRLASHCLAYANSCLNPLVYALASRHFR
CRFBP-R2 agonist: agonists of CRF-BP/CRF-R2 complex, primary screen, cell-based, HEK293, calcium dye fluorescence, uHTS | hit rate 0.46% among 350,000 | calcium dye fluorescence (FLIPR); percent of saturating CRF peptide response | activation, % at 13.2 µM;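 active means activation of at least 50%, plus an integration ratio under a set limit after plate pattern correction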;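 further: plate controls were neutral control wells without compound for no effect and CRF at EC100 for full effect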
HCV NS3 hel inh: inhibitors of HCV NS3 helicase, primary screen, biochemical, Cy5 molecular beacon fluorescence | Hepatitis C virus NS3 helicase | NS3 helicase DNA unwinding | inhibition, % at 10.9 µM | hit rate 0.56% among 290,000 | AID 1800, 2009;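 active means inhibition above the mean of all tested compounds plus 3 SD, set per campaign, cut at about 35% in these data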;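 further: 0% = DMSO wells and 100% = thioflavine S control wells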
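Test system: hepatitis C virus NS3 helicase domain fragment enzyme. Also added: annealed dual-labelled DNA beacon duplex, ATP-started. Timing: 60 min unwinding reaction at 25 °C after ATP addition. Technique: Cy5 fluorescence. Measure: % inhibition of unwinding.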
FID counter: compounds displacing fluorescent DNA intercalator, primary screen, artefact control for HCV NS3 helicase inhibitor project, biochemical, FID fluorescence. DNA fluorescent intercalator displacement. inhibition, % at 7.9 µM. hit rate 0.17% among 290,000; in the data active means inhibition above about 37%;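 further: 0% = vehicle and 100% = reference compound; higher means more ethidium bromide displaced from hairpin DNA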
UBC9 SUMO inh: inhibitors of in vitro SUMOylation cascade, primary screen, biochemical, HTRF, uHTS; SUMO-conjugating enzyme UBC9 (Homo sapiens), P63279; HTRF SUMOylation assay, SAE1/SAE2 + UBC9; inhibition, % at 35 µM; hit rate 0.36% among 290,000; in the data active means inhibition above about 50%, passing the limit was not always enough; further: strong numbers were not always called active
Target sequence (P63279 whole entry, looked up): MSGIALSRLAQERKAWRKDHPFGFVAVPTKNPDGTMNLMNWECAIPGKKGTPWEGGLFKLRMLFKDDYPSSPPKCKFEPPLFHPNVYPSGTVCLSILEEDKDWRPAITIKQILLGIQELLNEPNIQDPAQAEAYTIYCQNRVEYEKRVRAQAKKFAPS
CRFBP-R2 block: antagonists of CRF-BP/CRF-R2 complex, primary screen, cell-based, HEK293, calcium dye fluorescence, uHTS; CRF-induced calcium fluorescence; inhibition, % at 11.8 µM; hit rate 0.59% among 350,000; AID 588475, 2011;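 active means inhibition of the ligand-induced calcium signal above about 50% at the single tested concentration, limit read from the data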
MEKK2wt PB1 HTS: modulators of MEK5 binding to wildtype MEKK2, primary screen, biochemical, multiplex bead flow cytometry, Alexa488-MEK5. binding response (% of control), % at 10 µM. hit rate 1.1% among 290,000. Alexa488-MEK5 binding to MEKK2 WT; actives lie on both sides. Mitogen-activated protein kinase kinase kinase 2 (Homo sapiens), Q9Y2U5. AID 1531, 2009; in the data active means binding response below about 67% or above about 130%
MEKK3 PB1 HTS: modulators of MEKK3-MEK5 PB1 binding, primary screen, biochemical, wildtype MEKK3, multiplex bead flow cytometry, Alexa488-MEK5; Mitogen-activated protein kinase kinase kinase 3 (Homo sapiens), Q99759; bead-based flow cytometry, Alexa488-MEK5 binding to MEKK3; actives lie on both sides; 0 = blocked by unlabeled MEK5, 100 = vehicle; binding response (% of control), % at 10 µM; hit rate 1.4% among 290,000; AID 1529, 2009;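 active means binding response more than 3 SD above or below the average of its plate-row segment, actives on both sides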;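 further: Alexa488 bead fluorescence after subtracting the streptavidin-only scavenger bead signal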
Target sequence (Q99759 whole entry, looked up): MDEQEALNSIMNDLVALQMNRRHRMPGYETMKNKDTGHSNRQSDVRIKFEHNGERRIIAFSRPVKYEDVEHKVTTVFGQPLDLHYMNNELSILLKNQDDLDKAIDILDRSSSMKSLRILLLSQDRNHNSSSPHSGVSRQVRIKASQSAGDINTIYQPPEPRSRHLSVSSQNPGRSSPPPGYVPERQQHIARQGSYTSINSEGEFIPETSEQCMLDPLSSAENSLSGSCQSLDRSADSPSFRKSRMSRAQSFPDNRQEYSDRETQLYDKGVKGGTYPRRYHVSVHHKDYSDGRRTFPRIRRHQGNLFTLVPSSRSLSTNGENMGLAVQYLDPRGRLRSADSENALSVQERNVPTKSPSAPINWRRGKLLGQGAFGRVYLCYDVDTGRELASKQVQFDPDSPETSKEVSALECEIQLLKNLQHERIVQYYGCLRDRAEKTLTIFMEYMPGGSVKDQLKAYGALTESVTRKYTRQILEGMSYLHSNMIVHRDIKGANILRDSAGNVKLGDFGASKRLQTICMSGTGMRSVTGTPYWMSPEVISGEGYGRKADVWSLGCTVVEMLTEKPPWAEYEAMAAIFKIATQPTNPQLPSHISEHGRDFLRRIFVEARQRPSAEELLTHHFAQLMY
The depositor's hits bear a star; . = no result given; & = joins results of further samples. A portion of the library. The share of hits here may be higher or lower than overall.

SMILES	MEKK2 mut-MEK5	GalR3 antag	CRFBP-R2 agonist	HCV NS3 hel inh	FID counter	UBC9 SUMO inh	CRFBP-R2 block	MEKK2wt PB1 HTS	MEKK3 PB1 HTS
O=[N+]([O-])c1ccc(S(=O)(=O)Nc2ccc3c(c2)OCCO3)cc1	3	-6	-0.8	3	6	-4	-1	108	110
N=C1/C(=C\c2coc3ccc(O)cc3c2=O)C(=O)N=C2SC=CN12	-1	-7	152*	16	-3	32	-88	103	102
CC(=O)Nc1sc2c(c1-c1nc3ccccc3s1)CCN(C(C)C)C2	12	.	80*	28	60*	20	-64	121	104
COc1cccc(NC(=O)CN(C)CC(=O)Nc2ccc(Br)cc2)c1	-1	0	-1.1	-24	-21	8	-2	103	103
Cc1cccc(NS(=O)(=O)c2cnc(Cl)c(Br)c2)n1	13	-5	-0.7	7	2	0	-21	99	99
CCN1CCN(CCNC(=O)c2ccc(/C=C3/Sc4ccccc4N(Cc4ccccc4C)C3=O)cc2)CC1	54*	-5	22	-60	22	2	-5	203*	104
COCC(=O)NC1CC(C)(C)Cc2c1cnn2-c1ccc(F)cc1 (centres undefined)	0	-1	1.5	1	-17	-3	2	102	99
C[C@H]1CCC[C@]2(C)C[C@H]3OC(=O)C(CN4CCCCCC4)[C@H]3C=C12 (some centres undefined)	2	-7	4.1	2	-11	-2	-13	104	101
COc1ccc(C2CC(=O)c3c(ccc4ccccc34)N2)cc1OC (centres undefined)	.	-7	-1.1	-7	-29	4	-11	.	.
O=C(Nc1ncc(Cc2cccc(Cl)c2Cl)s1)c1ccc([N+](=O)[O-])cc1	5	1	2.5	-6	8	0	-29	107	99
Cc1ccc(S(=O)(=O)N2C(=O)C(c3ccccc3)SC2=Nc2ccccc2)cc1 (centres undefined)	11	0	-2.4	1	1	12	12	101	108
CCOC(=O)c1c(C)nc2c(c1C)/C(=N/O)CC(C)(C)C2	-1	-4	-0.9	2	-20	21	-4	99	96
COc1ccc(COC(=O)CCc2c[nH]c3ccccc23)cc1F	3	-4	-1.0	0	-14	-9	-1	106	104
CCC(C)NC(=O)CCCc1ccccc1 (centres undefined)	2	6	-5.9	-1	1	-2	24	96	97
COc1ccc(-c2noc(CN(C)C3CCOCC3)n2)cc1	-7	-7	-0.3	7	-8	3	6	93	97
C=C(C)C(=O)Nc1cccc(C2=NOC3(C2)C[C@@H](C(N)=O)N(C(=O)CCCCC)C3)c1 (some centres undefined)	-26	-4	0.4	.	.	12	1	84	79
CCS(=O)(=O)N1CCN(C(=O)COc2ccc(-c3ccccc3)cc2)CC1	1	-8	0.2	-1	-19	15	5	102	101
O=C(NCc1ccccc1F)C1CCCN1C(=O)NCc1ccccc1 (centres undefined)	-1	4	0.1	-3	1	13	3	97	99
CCOC(=O)c1nc(C)nc(Sc2n[nH]c(-c3cc(C(F)(F)F)cc(C(F)(F)F)c3)n2)c1C	-8	4	12	-5	-9	8	-9	103	98
COc1ccc(/C=C/C(=O)OCC(=O)c2ccc3c(c2)NC(=O)CO3)c(OC)c1	-22	3	2.0	3	-11	12	-7	89	87
Cc1ccc2ccccc2c1COC(=O)c1nonc1N	1	-5	-3.4	7	-3	13	1	96	99
CCN(CC)S(=O)(=O)c1ccc2[nH]c(=O)cc(C(=O)Nc3ccc(C)cc3)c2c1	0	1	1.5	-2	-11	16	-10	97	104
CC(C)Cc1cc(C(=O)Nc2c(F)cc(F)cc2Br)no1	6	-1	-0.2	-2	-7	9	19	97	99
Cn1cc(SCC(=O)Nc2nccs2)c2ccccc21	12	.	-1.9	2	-2	16	25	106	105
COCCOC(=O)C1=C(C)OC(N)=C(C#N)C1c1cc2cccc(C)c2nc1Cl (centres undefined)	-4	-7	-1.6	0	-17	4	-6	93	100
CCOC(=O)c1c(CN2CCCCC2)oc2ccc(OC)cc12	4&6	-7&1	0.0&-0.3	0&0	-3&1	21&4	-21&-28	97&100	105&102
COc1cc(C2NC(=O)C(C#N)=C(Nc3cccc(C)c3)S2)ccc1O (centres undefined)	10&-6	2	-1.7	5&-2	1&0	12&18	36	95&90	96&94
Cn1cccc1Cc1nnc(SCC(=O)NC2CCCC2)n1-c1ccc(F)cc1	6	-2	0.1	16	-31	5	32	102	107
CC(C)=NN1C(=O)c2ccccc2NC1(C)C	1	-3	0.1	-5	-3	16	-7	100	100
COC(=O)CCC(=O)OC1(C)C(=O)C2=CN(CCc3c[nH]c4ccccc34)C(c3ccc(OC)cc3)=CC2=C(Br)C1=O (centres undefined)	-3	.	3.9	.	.	.	21	88	84
CNC(=O)COC(=O)c1cccc(S(=O)(=O)N2CCN(c3ccc(F)cc3)CC2)c1	7	4	0.2	6	-2	10	-1	106	106
O=C1CCN(Cc2ccccc2)CCN1CCO	-1	-2	-0.1	.	.	17	-15	95	92
COc1ccccc1NC(=O)CSc1nnc(-c2ccncc2)n1CC1CCCO1 (centres undefined)	-1	-2	-1.5	-1	-10	-9	-2	98	93
O=C(/C(C=Nc1ccc(Br)cc1)=C(/O)c1ccco1)C(F)(F)F	9	-4	0.2	-3	-2	-7	23	118	104
CC(C)CCNC(=O)NC(=O)COC(=O)CNC(=O)C1CCCCC1	2	-7	-0.3	0	-19	-11	3	104	101
COCCC(=O)N1CCCC(C(=O)c2ccc3c4c(cccc24)CC3)C1 (centres undefined)	-8	-4	2.4	1	-31	-4	-7	89	100
NC1=NC(c2ccc(Br)cc2)n2c(nc3ccccc32)N1 (centres undefined)	7	0&-11	-0.1&0.1	-36	11	14	-8&-19	109	105
NC(=O)NC(=O)COC(=O)c1ccccc1Oc1ccccc1	-6	-1	-0.3	-1	-13	13	8	90	91
COC(=O)c1sccc1NC(=O)c1cc(-c2ccc(C)cc2)nc2ccccc12	.	-4	12	13	-5	-5	8	.	.
CCOC(=O)N1CCN(Cc2nc3c(c(=O)[nH]c(=O)n3C)n2Cc2ccccc2C)CC1	3	-2	0.0	-6	-36	2	-25	101	103
O=C1CNC(=O)/C1=C/c1ccccc1	-3	-3	-0.7	2	0	-13	-3	91	93
O=C(NCCCc1ccc(F)cc1)C1CCC(=O)N(CC2CCCCC2)C1 (centres undefined)	9	-5	2.3	0	-38	2	-20	111	102
O=C(C1CCN(C2CCN(C/C(Cl)=C/c3ccccc3)CC2)CC1)N1CCOCC1	16	-3	-0.6	3	8	6	-8	107	100
O=C(O)C1CCN(C(=O)CCN2C(=O)S/C(=C\c3ccccc3)C2=O)CC1	0	0	0.6	4	-40	8	10	96	98
O=C(COC(=O)c1cc([N+](=O)[O-])ccc1N1CCOCC1)NCc1ccc(Cl)cc1Cl	6	-4	-1.1	-3	-16	-16	10	108	101
Fc1ccc(Cn2nnnc2CN2CCc3ccccc3C2)cc1	0	-5	0.9	-5	-14	4	3	101	99
C=CCNCCOc1ccc(C)cc1[N+](=O)[O-]	-9	-1	0.4	1	12	8	0	100	110
CCOC(=O)C1=C(CSc2nc(C)cc(C)c2C#N)OC(N)=C(C#N)C1c1cccs1 (centres undefined)	0	.	3.1	15	-13	22	4	93	96
COc1ccc(S(=O)(=O)N2CC(C)N(S(=O)(=O)c3ccc(OC)cc3)CC2C)cc1 (centres undefined)	-14	.	3.7	.	.	-1	8	95	86
Cc1nn(CC2CCCCC2)c(N)c1-c1ccccc1	6	1	-0.6	-5	-6	-20	23	103	103
CC(C)(C)[C@@H]1CCC(=O)N(CC[C@H](N=[N+]=[N-])c2ccccc2)CC1	-3	-4	-2.6	-29	-42	-10	2	95	100
CCc1cccc(CC)c1-n1c(SCn2nnc3ccccc3c2=O)nnc1-c1cccnc1	-8	-3	0.3	-2	-37	2	1	91	93
O=C(CC12CC3CC(CC(C3)C1)C2)NCc1ccco1	-16	0	3.4	-4	-6	6	8	88	92
Cc1ccc(S(=O)(=O)c2c(C)cc(-c3ccccc3)[nH]c2=O)cc1	7	-4	-0.9	-2	-13	6	13	134*	143*
CCCC(C(=O)NC1CCCC1)N(C(=O)c1snc(C(N)=O)c1N)c1ccc(F)cc1 (centres undefined)	0	3	0.2	-12	-30	-4	3	98	101
N#Cc1c(=O)c2nc(NCc3ccccc3)ncc2n2ccccc12	4	-6	4.5	19	4	51*	-30	103	105
Nc1ccc(S(=O)(=O)NC2(C(F)(F)F)NC(=O)N(c3ccc(F)cc3)C2=O)cc1 (centres undefined)	0	-3	3.0	-7	-3	19	1	95	99
Cc1ccc(NC(=O)N2CCCCCC2)cc1C	3	-3	-0.2	10	-8	-10	-2	107	104
Nc1ccc(C(=O)c2ccc3c(c2)OCCO3)cc1N	-5	.	-0.1	-5	-2	.	3	98	98
C/C(=N\NC(=O)c1cc(C)nc2ccccc12)c1ccc([N+](=O)[O-])cc1	-6	3	-1.0	0	-4	-4	-6	89	97
Further compounds
SMILES	MEKK2 mut-MEK5	GalR3 antag	CRFBP-R2 agonist	HCV NS3 hel inh	FID counter	UBC9 SUMO inh	CRFBP-R2 block	MEKK2wt PB1 HTS	MEKK3 PB1 HTS
O=C(C1=C(O)C(=O)N(CCN2CCOCC2)C1c1cccc(O)c1)c1cc2ccccc2o1 (centres undefined)	-4	-2	-5.5	4	-12	9	1	96	99
CC(C(=O)Nc1ccc(C(=O)O)cc1)N1C(=O)c2ccccc2C1=O (centres undefined)	1	-4	-2.4	9	-4	-14	10	103	104
COc1ccc(C)cc1S(=O)(=O)N(C)CC(=O)N1CCC(C)CC1	7	-9	0.2	-1	-12	15	-3	105	115
CC(=O)Nc1ccc(NS(=O)(=O)c2ccc(C)cc2)c([N+](=O)[O-])c1	1	-11	-1.6	-5	11	1	10	91	105
CC(=O)Nc1ccc(/C=N/NC(=S)NC(C)C)cc1	0	6	-0.8	2	3	6	-4	108	104
COc1cccc(C2C(C#N)=C(N)SC(c3ccccc3)C2[N+](=O)[O-])c1 (centres undefined)	2	-6	-1.8	-19	-8	4	-18	107	110
COc1ccc(CNC(=O)C/C(C)=N/NC(=O)c2cc(OC)cc(OC)c2)cc1	-2	.	.	0	-22	-1	.	103	99
CCOC(=O)c1c(CN2CCN(CCO)CC2)n(C)c2cc(Br)c(OC)cc12	14	-5	-0.8	-64	23	12	-15	120	101

Compounds listed so far with a thiophene ring, fused or not, in the order listed:
SMILES	MEKK2 mut-MEK5	GalR3 antag	CRFBP-R2 agonist	HCV NS3 hel inh	FID counter	UBC9 SUMO inh	CRFBP-R2 block	MEKK2wt PB1 HTS	MEKK3 PB1 HTS
CC(=O)Nc1sc2c(c1-c1nc3ccccc3s1)CCN(C(C)C)C2	12	.	80*	28	60*	20	-64	121	104
COC(=O)c1sccc1NC(=O)c1cc(-c2ccc(C)cc2)nc2ccccc12	.	-4	12	13	-5	-5	8	.	.
CCOC(=O)C1=C(CSc2nc(C)cc(C)c2C#N)OC(N)=C(C#N)C1c1cccs1 (centres undefined)	0	.	3.1	15	-13	22	4	93	96
